Screening results from PubChem BioAssay.
HIF activator = HIF pathway transcriptional activators, primary screen, cell-based, U2OS HRE-luciferase, luminescence | AID 1910, 2009 | hit rate 0.32% among 300,000 | activation, % at 7.5 µM (by protocol) | U2OS HRE-luciferase reporter; normalized: DMSO 0%, desferrioxamine 100%;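 active = mean activation of at least 10% of the iron chelator positive control signal, with at least half of replicates also reaching 10%; inconclusive = mean and replicate majority disagree about reaching 10%; inactive = mean and most replicates under 10%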
HDAC3 inh = HDAC3 deacetylase inhibitors, primary screen, biochemical, fluorescence, cell-free homogeneous; recombinant HDAC3, fluorogenic peptide/trypsin coupled; hit rate 0.15% among 320,000; inhibition, % at 8.3 µM; in the data active = inhibition above about 26%, passing the limit was not always enough; inconclusive = no clear call, values can overlap the other calls
Target sequence (O15379 whole entry, looked up): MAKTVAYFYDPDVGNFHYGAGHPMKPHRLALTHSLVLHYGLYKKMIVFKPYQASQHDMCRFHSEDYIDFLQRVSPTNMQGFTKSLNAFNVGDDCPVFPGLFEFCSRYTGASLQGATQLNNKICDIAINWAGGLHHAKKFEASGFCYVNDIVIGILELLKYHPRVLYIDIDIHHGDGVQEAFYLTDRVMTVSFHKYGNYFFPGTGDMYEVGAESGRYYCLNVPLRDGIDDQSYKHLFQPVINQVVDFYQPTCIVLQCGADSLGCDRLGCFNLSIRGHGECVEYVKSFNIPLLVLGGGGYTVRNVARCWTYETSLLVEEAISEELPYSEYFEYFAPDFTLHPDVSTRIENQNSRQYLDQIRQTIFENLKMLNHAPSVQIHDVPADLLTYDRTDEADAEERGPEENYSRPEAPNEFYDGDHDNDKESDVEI
HSF1 activator = HSF-1 activators, primary screen, NIH3T3-HGL cells, MG132 stress, luminescence, single point; NIH3T3-HGL HSF-1 luciferase reporter, 8 h; 100% = twice DMSO control signal; activation, % at 9 µM; hit rate 1.7% among 300,000;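 active = mean replicate activation of at least 50% with a set share of replicates each reaching 50%; inconclusive = only one of those two conditions met; inactive = mean below 50% and too few replicates reaching it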;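 also: 0% = median of the neutral control wells and 100% = twice that signal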
HSP90 inh = HSP90 inhibitors, primary screen, cell lysate, luminescence; Rabbit reticulocyte lysate, luciferase refolding luminescence, 3 h; inhibition, % at 5.6 µM; hit rate 0.91% among 290,000; AID 1789, 2009;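 active = inhibition above the screen-wide mean plus 3 SD, computed separately per campaign, cut at about 16% in these data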;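 also: 0% = DMSO wells and 100% = 60 µM geldanamycin wells; inhibitors lower the luminescence because luciferase stays unfolded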
Platelet DG rel = inhibitors of platelet dense granule secretion, primary screen, cell-based, MLPCN, human platelets; hit rate 0.22% among 300,000; AID 1663, 2009; inhibition, %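 (compounds screened at 7.5 µM in platelet-rich plasma)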; human platelet-rich plasma, SFLLRN dense granule ATP release, luminescence;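 active = mean replicate score, as percent of positive control, at or above 50; inconclusive = mean below 50 but at least one replicate at or above 50; inactive = mean and every replicate below 50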
HSF1 inhib = HSF1 inhibitors in luciferase reporter cells, primary screen, cell-based, NIH3T3, luminescence. NIH3T3-HGL HSE-luciferase, MG132-induced, luminescence 8 h; active compounds read low. activity change, negative = inhibition, % at 7.5 µM (by protocol). hit rate 0.77% among 300,000;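 active = more than half of replicate wells show activity change below -50%, luminescence cut by over half; inconclusive = some wells, but at most half, below -50%; inactive = no replicate well below -50%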;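 also: luciferase reports HSF-1 transcriptional activity via heat shock element; 0% = median of DMSO wells and -100% = zero luminescence signal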
IEC-6 tox = cytotoxicity in IEC-6 intestinal epithelial cells, primary screen, cytotoxicity control for KLF5 inhibitor project, cell-based, luminescence. hit rate 0.78% among 290,000. inhibition, % at 5 µM. IEC-6 cytotoxicity, luminescence viability; in the data active = inhibition above about 22%;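 also: 0% = plate median of test compound wells and 100% = cytotoxic reference compound wells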
KLF5 inhibitor = KLF5 expression inhibitors, primary screen, DLD-1 cells, luminescence | DLD-1 KLF5 promoter-luciferase reporter | inhibition, % at 5 µM | hit rate 0.23% among 290,000;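 active = inhibition above a per-plate limit of that plate's mean compound inhibition plus 3 SD, cut at about 60% in these data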;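 also: 0% = DMSO wells and 100% = LY294002 at 200 µM; higher means less KLF5 promoter-driven luciferase light; inactives centre near -14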
aSyn 5UTR inh = MLPCN primary screen, SNCA 5' untranslated region | alpha-synuclein 5'UTR reporter, inhibitor activity | inhibition, % (tested at 7.5 µM) | hit rate 0.82% among 300,000; in the data active = inhibition above about 60%; inconclusive = no clear call, values can overlap the other calls;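 also: H4 neuroglioblastoma cells stably carrying SNCA 5'UTR luciferase fusion; 0% = DMSO wells and 100% = positive control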
AI-2 QS modul = Vibrio harveyi AI-2 quorum sensing modulators, primary screen, JMH597 strain, luminescence/OD600 ratio; Vibrio harveyi JMH597 AI-2 luminescence/OD600 ratio, 9 h; active compounds read low; strain lacks LuxN and CqsS sensors; 0 = neutral-control median; activity change, % at 7.5 µM; hit rate 0.4% among 300,000; in the data active = activity change below about -75%, passing the limit was not always enough; inconclusive = no clear call, values can overlap the other calls;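 also: luminescence divided by OD600 gain over 9 h not by final OD600 alone; inactives centre near 13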
* marks the source's active call; other numbers are inactive results; ? = inconclusive; / = not tested or not shown.

Sequence of screens – KLF5 inhibitor	HSF1 activator	aSyn 5UTR inh	AI-2 QS modul	HIF activator	HSF1 inhib	HSP90 inh	Platelet DG rel	HDAC3 inh	IEC-6 tox
> CCC(C)C(Nc1ncnc2scc(-c3ccccc3)c12)C(=O)O (stereo not drawn)
    5	0	12	/	-1.8	-6	1	3	3	-5
> CCCN(CCC)CCNC(=O)c1cc2c(C)nc3ccccc3c2o1
    -4	11	-17	10	-0.1	9	0	-1	-3	9
> CCCOc1ccc(/C(O)=C2/C(=O)C(=O)N(c3ccccn3)C2c2ccc(OC)cc2)cc1C (stereo not drawn)
    -44	13	12	-9	0.9	-4	2	6	6	3
> CN(NC(=S)Nc1ccc(OC(F)F)cc1)C(=S)Nc1ccc(OC(F)F)cc1
    -17	/	11	1	0.8	/	0	-1	3	-3
> O=C(Cn1cncn1)NCc1cccc(OC(F)F)c1
    -8	7	0	20	0.1	3	0	1	1	-3
> Cc1ccc2c(COC(=O)c3ccccc3Cl)cc(=O)oc2c1
    -105	101*	-136	7	4.3	55	-4	-11	-3	-2
> Cc1nc(N)sc1N=Nc1ccccc1C(F)(F)F
    -172	17	-184	20	2.3	8	-3	5	-5	0
> O=C(Nc1ccn(Cc2cccc3ccccc23)n1)c1cccnc1
    3	11	6	1	-0.2	-2	-2	8	-1	5
> COc1ccc(OC)c(NC(=S)NCCSc2ccc(C)cc2)c1
    -4	1	9	4	3.0	-2	-4	4	-4	-6
> O=C(NC1CCCCC1)C(c1ccc(F)cc1)N(CCc1ccccc1)C(=O)CN1C(=O)c2ccccc2S1(=O)=O (stereo not drawn)
    7	-1	28	7	-0.1	-11	-3	8	0	-3
> CN(C)C(=O)CN(C)S(=O)(=O)c1ccc(Cl)cc1
    -16	2	11	18	-0.4	-1	0	-5	6	3
> O=C(Nc1ccccc1C(=O)O)/C(=C/c1ccc([N+](=O)[O-])cc1)NC(=O)c1ccc(Br)o1
    4	4	-6	16	0.6	-3	0	-1	0	-7
> CCOC(=O)C1(CCc2ccccc2)CCN(C(=O)CN2C(=O)CSC2=O)CC1
    -12	14	-39	13	0.4	17	-6	-4	-3	-3
> COc1ccc(OC)c(NC(=O)C2C3CC4OC(=O)C2C4C3)c1 (stereo not drawn)
    -60	/	/	21	/	/	2	/	-5	-5
> COC(=O)c1ccc(Oc2ccc(C(C)(C)C)cc2)c([N+](=O)[O-])c1
    -4	-7	14	?	0.1	-2	4	19	1	1
> COc1cc(-c2noc(C)c2C#Cc2ccsc2)cc(OC)c1OC
    57	-32	69*	17	0.9	-20	1	2	8	83*
> O=c1c2ccccc2nc(-c2cccc(Cl)c2)n1O
    -14	8	34	-2	-0.4	2	-2	-4	-6	-1
> CCn1c(SCC(=O)Nc2ccccc2)nc2c1c(=O)n(C)c(=O)n2C
    -26	4	18	15	0.0	1	-2	-5	-2	-4
> CCOC(=O)N1CCN(C(=O)C2COc3ccccc3O2)CC1 (stereo not drawn)
    -2	13	6	-4	0.1	-3	3	-1	-3	2
> COc1ccc(OC)c(NC(=O)CC(NCCC2=CCCCC2)C(=O)O)c1 (stereo not drawn)
    -21	-6	-3	14	-0.2	1	0	-6	/	0

Arranged by length of the SMILES (rising): 4 of the compounds above
Sequence of screens – KLF5 inhibitor	HSF1 activator	aSyn 5UTR inh	AI-2 QS modul	HIF activator	HSF1 inhib	HSP90 inh	Platelet DG rel	HDAC3 inh	IEC-6 tox
> CCOC(=O)N1CCN(C(=O)C2COc3ccccc3O2)CC1 (stereo not drawn)
    -2	13	6	-4	0.1	-3	3	-1	-3	2
> COc1cc(-c2noc(C)c2C#Cc2ccsc2)cc(OC)c1OC
    57	-32	69*	17	0.9	-20	1	2	8	83*
> COc1ccc(OC)c(NC(=O)CC(NCCC2=CCCCC2)C(=O)O)c1 (stereo not drawn)
    -21	-6	-3	14	-0.2	1	0	-6	/	0
> CCOC(=O)C1(CCc2ccccc2)CCN(C(=O)CN2C(=O)CSC2=O)CC1
    -12	14	-39	13	0.4	17	-6	-4	-3	-3

(listing goes on)
Sequence of screens – KLF5 inhibitor	HSF1 activator	aSyn 5UTR inh	AI-2 QS modul	HIF activator	HSF1 inhib	HSP90 inh	Platelet DG rel	HDAC3 inh	IEC-6 tox
> COc1ccc(N2CCN(c3cc(C)c4ccc(O)cc4n3)CC2)cc1
    9	27	-18	2	-0.2	4	-6	-12	1	-2
> O=C(Nc1ccccn1)c1ccc(Br)c(S(=O)(=O)N2CCCC2)c1
    -38	18	-65	25	1.4	0	1	-1	-1	0
> COc1ccc(C2C(C#N)=C(N)Oc3cccc(O)c32)cc1 (stereo not drawn)
    -17	6	7	-1	-2.6	-1	-4	0	-45	-1
> Cc1cc(C)c(N2CCN(S(=O)(=O)N3CCCCCC3)CC2)c(C)c1
    -9	24	9	14	0.4	11	-2	1	4	-6
> NS(=O)(=O)c1ccc(NC(=O)C(Sc2ccccc2)c2ccccc2)cc1 (stereo not drawn)
    10	20	-8	22	-0.1	-4	1	-2	2	1
> CCC(C)(C)NC(=O)CN(C(=O)CCC(=O)Nc1cc(C)ccn1)c1ccc2c(c1)OCO2
    -7	/	/	20	/	/	0	/	-2	1
> COCCN(C(=S)Nc1ccc(OC)cc1)C(C)c1cccs1 (stereo not drawn)
    -1	-12	17	14	-0.1	-13	-3	2	-3	2
> CN(CC(=O)Nc1ccccc1Cl)C(=O)COC(=O)CNC(=O)c1ccc(Br)o1
    -16	5	9	17	-0.1	-1	5	0	-1	6
> Cc1cc(NC(=O)CCC(=O)N(c2ccccc2)C(C)C(=O)NC2CCCC2)no1 (stereo not drawn)
    7	-4	6	12	-0.5	8	-1	1	2	-4
> Cc1cccc2sc(N(CCCN(C)C)C(=O)c3cc4ccccc4oc3=O)nc12
    -13	-7	-7	4	-0.2	7	-4	-50	10	3
> CS(=O)(=O)N(CC(=O)N1CCCCCC1)c1cccc(Cl)c1Cl
    -22	1	5	8	0.5	0	-2	11	8	-6
> COc1ccccc1OCCN1C(=O)S/C(=C\c2ccco2)C1=O
    -37	21	-50	25	1.2	5	-2	-10	5	-1
> CCCCc1ccc(NC(=O)N2CCN(c3cc(C)nc4ccccc34)CC2)c(C)c1
    -28	13	6	33	0.4	-6	0	-5	2	7
> O=C(CCCCn1c(=O)[nH]c2ccsc2c1=O)NCCc1ccccc1
    -4	-17	-6	10	-0.6	-2	3	1	0	3
> C=CCN1C(=O)NC(c2ccccc2)(C(F)(F)F)S/C1=C(\C#N)c1nnc(N2CCOCC2)n1-c1ccccc1 (stereo not drawn)
    -12	83*	-25	44	-0.3	37	1	-7	2	-2
> O=S(=O)(c1ccc(OCC(O)CN2CCN(c3ccc(F)cc3)CC2)cc1)N1CCOCC1 (stereo not drawn)
    -21	-8	21	29	0.0	6	-4	9	-2	2
> O=C(Nn1cnnc1)c1cc2c(s1)CCCC2
    -10	-8	-15	23	-0.7	5	2	0	4	-3
> COc1ccc(NC(=O)CSc2nnc(Cc3ccccc3)c(=O)n2N)cc1
    /	11	-1	-62	-2.1	1	/	0	?	/
> CN1CCN(C(=O)c2ccc3c(=O)n(Cc4ccc(Cl)cc4)c(=S)[nH]c3c2)CC1
    -20	16	-18	-3	-0.2	6	2	1	4	4
> COc1ccc(N2C(=O)c3ccc(C(=O)Nc4ccc(NC(C)=O)cc4)cc3C2=O)cc1
    -1	26	8	17	0.5	-4	1	5	1	0
> Cc1cccc(NC(=O)c2ccc(N3C(=O)C4CCCCC4C3=O)cc2)c1C (stereo not drawn)
    -17	4	-1	1	-0.1	-6	-3	-11	-10	-1
> CS(=O)(=O)N(CC(O)Cn1c2ccccc2c2ccccc21)c1ccccc1 (stereo not drawn)
    1	-2	-17	6	-0.2	-7	2	-3	13	7
> C(=N\Nc1cc(N2CCCCC2)ncn1)/c1ccco1
    -107	29	-129	6	5.2	16	-7	-1	7	-8
> O=C(Nc1ccccc1)Nc1ccc(NC(=O)c2ccccc2O)cc1
    -69	-7	-45	12	2.2	-1	-4	0	-2	-10
> Cc1nn(-c2ccccc2)c(Cl)c1/C=N/N1CCN(c2ccccn2)CC1
    -20	7	-10	17	0.0	5	5	-8	-3	4
> O=C(CCN1C(=O)/C(=C\C=C\c2ccccc2)SC1=S)Nc1ccc(C(=O)O)cc1
    -138	32	-69	22	1.5	11	0	-4	/	-8
> Cc1cccc(/C=N\NC(=O)c2sccc2-n2cccc2)c1
    -56	19	-15	34	0.6	2	-6	5	2	5
> Cc1cc(S(=O)(=O)N2CCOCC2)ccc1OCC(=O)Nc1ccc(Br)cc1F
    -2	7	-9	47	-0.5	-4	0	6	1	-7
> Clc1cc(Br)ccc1OCCn1ccnc1
    -7	-2	-17	21	-0.6	-8	0	4	4	0
> Cc1ccccc1NC(=O)CSc1nnc(NC(=O)c2ccco2)s1
    -19	-9	-8	21	0.2	-7	-3	9	3	3

Compound profiles, as listed above:
COc1ccc(N2CCN(c3cc(C)c4ccc(O)cc4n3)CC2)cc1 as listed: KLF5 inhibitor: 9; HSF1 activator: 27; aSyn 5UTR inh: -18; AI-2 QS modul: 2; HIF activator: -0.2; HSF1 inhib: 4; HSP90 inh: -6; Platelet DG rel: -12; HDAC3 inh: 1; IEC-6 tox: -2
O=S(=O)(c1ccc(OCC(O)CN2CCN(c3ccc(F)cc3)CC2)cc1)N1CCOCC1 (stereo not drawn) as listed: KLF5 inhibitor: -21; HSF1 activator: -8; aSyn 5UTR inh: 21; AI-2 QS modul: 29; HIF activator: 0.0; HSF1 inhib: 6; HSP90 inh: -4; Platelet DG rel: 9; HDAC3 inh: -2; IEC-6 tox: 2

Remaining list, next part:
Sequence of screens – KLF5 inhibitor	HSF1 activator	aSyn 5UTR inh	AI-2 QS modul	HIF activator	HSF1 inhib	HSP90 inh	Platelet DG rel	HDAC3 inh	IEC-6 tox
> S=c1nc[nH]c2c1ncn2C1CCCC1
    -12	1	-3	12	0.5	-3	-1	11	10	1
> O=C(NCCc1ccccn1)c1ccc(S(=O)(=O)N2CCCCCC2)cc1
    -18	-12	12	15	-0.1	-5	-1	-3	0	-5
> O=C(NCCCn1ccnc1)c1ccc(Cl)s1
    -5	-9	-5	23	-0.3	2	-2	-4	3	10
> COc1ccc(OCC(=O)Nc2ccc3c(c2)nc2n3CCSC2)cc1
    4	-14	7	20	0.2	-5	2	-3	2	-1
> COc1ccc(/C=C2\SC(=S)N(N3C(=O)CCC3=O)C2=O)cc1O
    8	1	-6	12	-0.1	-2	0	3	3	0
